From PubChem
GSIS activator: GLuc luminescence reporter in INS-1E cells, primary screen for activators of glucose-dependent secretion of insulin. INS-1E GLuc reporter insulin secretion, 2-3 h. activation, % at 16.6 µM. actives 0.61% (n = 370,000);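 active = lowest replicate activation of at least 40%, so every replicate reaches that level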;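 also: 0% = median of neutral control wells and 100% = median of IBMX positive control wells; some compounds called inactive have numbers as strong as hits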
Cneo AK release: causes C. neoformans cell lysis. adenylate kinase release luminescence, 4 h; normalised: neutral wells 0, clomiphene wells 100. actives 0.2% (n = 360,000). lysis activity, % at 15 µM. AID 651654;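 active = mean lysis activity across replicates of at least 80%, whatever share of replicates individually reach that level; inactive = mean lysis activity below 80%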
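Material – log-phase Cryptococcus neoformans yeast cells · Input – 5 × 10^6 yeast cells/mL · Medium – fresh YPD growth medium · Doses – single compound concentration per well · Timing – static 4 h at 37 °C with compound, 1 h detection · Detection – adenylate kinase release luminescence · Read-out – signal increase indicating cell lysis · Control set – Clomiphene as positive lysis control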
miR-122 sensor: blocks miR-122 activity in Huh7 sensor cells; Huh7 miR-122 Renilla luciferase sensor, 48 h; neutral wells = 0, positive control = 100; activation (reporter increase), % at 12.5 µM; actives 0.3% (n = 340,000); AID 602342;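 active = mean replicate activation score at least 90 and every replicate individually at or above 90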;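 also: higher luciferase means less miR-122 activity so hits act as miR-122 inhibitors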
PGC1a acetyl inh: PGC1a acetylation modulation, inhibitor mode | U2OS PGC1a acetylation, AlphaScreen anti-acetyl-lysine; with virally co-expressed GCN5 acetyltransferase | inhibition, % at 15.6 µM | actives 0.17% (n = 350,000) | AID 651687;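 active = every replicate shows inhibition of at least 40%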;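 also: 0% = neutral control wells and 100% = positive control wells; some results beyond the cut were filed as inactive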
PglD DTNB: PglD (C. jejuni) enzyme inhibition | inhibition, % at 12.5 µM | AID 602405 | purified PglD enzyme, DTNB colorimetric CoA detection | actives 0.098% (n = 360,000); in the data active = inhibition above about 16%, passing the limit was not always enough; also: strong numbers were not always called active
FN deposit inh: fibronectin deposition inhibition; inhibition, % at 12.6 µM; AH1F fibroblasts, Alexa488-fibronectin deposition fluorescence, overnight; actives 0.086% (n = 350,000);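 active = mean inhibition across replicates of 30% or more, regardless of how many single replicates reach that level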;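 also: positive control wells lacked labelled fibronectin entirely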
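Measured by – fluorescence 485/525 nm · System – AH1F fibroblast monolayer, labelled fibronectin deposition · Amount – 10000 cells per well · Buffer or medium – serum-reduced DMEM (2% serum) · Doses – single dose, pinned · Also added – fluorescent fibronectin at 24 nM final · Schedule – 1 h cell attachment, overnight exposure to compound and label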
F508del corr: correctors of CFTR F508del function in bronchial epithelial cells | CFBE cells, YFP halide quenching; stimulated with forskolin plus potentiator P3; % fluorescence drop versus neutral controls | activity (quench increase), % at 7.58 µM | actives 0.36% (n = 350,000);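 active = mean added fluorescence quench of at least 8% versus neutral control, with both replicates also reaching 8%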;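 also: cells transiently co-express mutant CFTR-F508del with the halide-sensitive YFP; corrector assay measuring rescue of mutant channel to the surface after 24 h compound exposure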
C2C12 statin: suppressors of simvastatin-induced myotoxicity in C2C12 myotubes | ATP luminescence, 48 h; scaled: DMSO 0, geranylgeraniol control 100 | rescue of ATP level, % at 7.49 µM | actives 0.78% (n = 330,000);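 active = mean ATP rescue above about 67%, or every replicate alone reaching that limit, limit read from the data, passing the limit was not always enough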;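 also: myotubes were challenged with 10 µM simvastatin during compound exposure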
* hit, by the source's call; & = joins results of further samples; [ ] = another dose, or the depositor's remark.

Results for COc1ccccc1C(=O)NCCC(=O)N(C)CC(=O)Nc1ccccc1Br ?
GSIS activator: 10; Cneo AK release: -5; miR-122 sensor: -1; PglD DTNB: -1; FN deposit inh: -3; F508del corr: 2.6; C2C12 statin: 3

What do the screens show for `CC(=O)c1cccc(NC(=O)c2ccc(S(=O)(=O)N3CCCC3)cc2)c1`?
GSIS activator: -6; Cneo AK release: -1; PglD DTNB: -2; FN deposit inh: 3; F508del corr: 0.8; C2C12 statin: -3

How did CCN(CC)C(=O)C1=C(C)N(CCC2=CCCCC2)C(=O)C(CC(=O)NCCCCc2ccccc2)C1 (stereo unspecified) do in these assays?
GSIS activator: -12; Cneo AK release: 0; miR-122 sensor: 2; PGC1a acetyl inh: -2; PglD DTNB: 3; FN deposit inh: 10; F508del corr: -1.3; C2C12 statin: 1

Results for CCc1ccc(NC(=O)C/C(C)=N/NC(=O)OCc2ccc(OC)cc2)cc1 ?
Cneo AK release: 0; miR-122 sensor: 2; PGC1a acetyl inh: -2; PglD DTNB: 6; FN deposit inh: -4; F508del corr: 0.5

What do the screens show for `Cn1c(=O)c2c(ncn2CC(=O)OCC(=O)c2ccc(Br)cc2)n(C)c1=O`?
GSIS activator: -12; Cneo AK release: -1; PGC1a acetyl inh: 11; PglD DTNB: 1; FN deposit inh: 6; F508del corr: -0.6; C2C12 statin: 10

How did COc1cccc(S(=O)(=O)N[C@@H]2CC[C@@H](CC(=O)NCc3ccncc3)O[C@H]2CO)c1 do in these assays?
GSIS activator: -1; Cneo AK release: 32; miR-122 sensor: 6[16.7 µM]; PGC1a acetyl inh: -5; PglD DTNB: -1; FN deposit inh: -3; F508del corr: 1.3; C2C12 statin: 13

How did O=C(C[C@H]1CC[C@@H]2[C@H](COC[C@H](O)CN2CCc2ccccc2)O1)NCc1ccccc1 do in these assays?
GSIS activator: -1; Cneo AK release: 3; miR-122 sensor: 1[16.7 µM]; PGC1a acetyl inh: 1; PglD DTNB: 1; FN deposit inh: -8; F508del corr: 0.0; C2C12 statin: -3

How did C[C@H](CO)N1C[C@H](C)[C@H](CN(C)C(=O)NC2CCCCC2)OCCCC[C@H](C)Oc2ccc(NC(=O)Nc3ccccc3)cc2C1=O do in these assays?
GSIS activator: -7; Cneo AK release: 0; miR-122 sensor: -8[16.7 µM]; PGC1a acetyl inh: 4; PglD DTNB: 13; FN deposit inh: 1; F508del corr: -3.7

Results for Cn1c(N)c(C(=O)COC(=O)CCc2ccccc2)c(=O)n(C)c1=O ?
GSIS activator: -3; Cneo AK release: 0; miR-122 sensor: -10; PGC1a acetyl inh: 14; PglD DTNB: 0; FN deposit inh: 0; F508del corr: -1.6; C2C12 statin: -3

What do the screens show for `COc1ccc(NC(=O)C2CCN(C(=O)C3CC(=O)N(c4ccc(C)cc4)C3)CC2)cc1` (stereo unspecified)?
GSIS activator: -2; Cneo AK release: 0; PglD DTNB: 2; FN deposit inh: 4; F508del corr: -0.7; C2C12 statin: 6

Results for C[C@H](NC(=O)N1CCn2c1nc1ccccc12)C(=O)NCc1ccccc1 ?
GSIS activator: 2; Cneo AK release: 1; miR-122 sensor: 6; PGC1a acetyl inh: 0; PglD DTNB: -3; FN deposit inh: -1; F508del corr: 3.7; C2C12 statin: 19

What do the screens show for `COc1ccc([C@H]2C[C@H]3C(Br)=CC2C(=O)[C@]32CO2)cc1OC`?
Cneo AK release: 0; PGC1a acetyl inh: 5; PglD DTNB: -2; F508del corr: 1.1

How did CC(=O)c1c(C)[nH]c(C(=O)NC2CCSc3ccccc32)c1C (stereo unspecified) do in these assays?
GSIS activator: -13; Cneo AK release: 8; miR-122 sensor: 19; PGC1a acetyl inh: -10; PglD DTNB: 5; FN deposit inh: -1; F508del corr: -0.1; C2C12 statin: -11

What do the screens show for `CCN(Cc1nc(-c2ccccc2)no1)C(=O)COc1cccc(OC)c1`?
GSIS activator: 16; Cneo AK release: -1; miR-122 sensor: -10; PGC1a acetyl inh: -12; PglD DTNB: 3; FN deposit inh: 3; F508del corr: -1.0; C2C12 statin: -1

What do the screens show for `CCCCN(C(=O)c1cccc(S(=O)(=O)N(C)c2ccc(C)cc2)c1)c1c(N)n(CC(C)C)c(=O)[nH]c1=O`?
GSIS activator: -5; Cneo AK release: -1; miR-122 sensor: 5; PGC1a acetyl inh: -3; FN deposit inh: 1; F508del corr: 0.5; C2C12 statin: -9

How did COc1ccc(C(C(=O)NCC2CCCO2)N(C(=O)Cn2nnc3ccccc32)c2ccc(NC(C)=O)cc2)cc1OC (stereo unspecified) do in these assays?
GSIS activator: 18; Cneo AK release: -1; miR-122 sensor: -2; PGC1a acetyl inh: 12; PglD DTNB: 7; FN deposit inh: -11; F508del corr: 0.1; C2C12 statin: -2

Results for O=C1C2C3C=CC(C4CC34)C2C(=O)N1/N=C/c1ccc(-c2cccc([N+](=O)[O-])c2)o1 (stereo unspecified) ?
GSIS activator: 2; Cneo AK release: 2; miR-122 sensor: 1; PGC1a acetyl inh: 4; PglD DTNB: -3; FN deposit inh: -5; C2C12 statin: -4

How did CC(C)Cn1c(=O)c2c(nc3n2CCCN3Cc2ccccc2)n(C)c1=O do in these assays?
GSIS activator: -22; Cneo AK release: -1; miR-122 sensor: -5; PGC1a acetyl inh: 0; PglD DTNB: 6; FN deposit inh: 8; F508del corr: -2.8; C2C12 statin: 2

Results for Cc1cc(-c2n[nH]c(=S)n2/N=C/c2ccc(Br)s2)n[nH]1 ?
GSIS activator: 17; Cneo AK release: -9; miR-122 sensor: 2; PGC1a acetyl inh: 2; PglD DTNB: 7; FN deposit inh: -2

How did COc1cccc(OC)c1OCCCCN1CCCC1 do in these assays?
Cneo AK release: 1; miR-122 sensor: -3; PGC1a acetyl inh: 7; PglD DTNB: -1

How did COC(=O)c1ccc(-n2nnnc2SCC(=O)Nc2ccccc2F)cc1 do in these assays?
GSIS activator: 4; Cneo AK release: 0; miR-122 sensor: 3; PGC1a acetyl inh: -12; PglD DTNB: 3; FN deposit inh: 3; F508del corr: 0.7; C2C12 statin: 2

Results for CCSc1nc2sc3c(c2c2[n+]1CC(CBr)O2)CCCC3 (stereo unspecified) ?
Cneo AK release: -3; miR-122 sensor: -3; PGC1a acetyl inh: -5; PglD DTNB: -1; FN deposit inh: 7; F508del corr: -2.2

What do the screens show for `OCCN(Cc1ccccc1)Cc1ccc(C(F)(F)F)cc1`?
Cneo AK release: -1; miR-122 sensor: -6; PGC1a acetyl inh: 1; PglD DTNB: 0; C2C12 statin: 6

What do the screens show for `CC(=O)c1ccc(-c2nnc(CCC(=O)N(C)Cc3c(C)nc4ccccn34)o2)s1`?
GSIS activator: 10; Cneo AK release: 2; miR-122 sensor: -5; PGC1a acetyl inh: 12; PglD DTNB: 0; FN deposit inh: 1; F508del corr: 1.6; C2C12 statin: -6

What do the screens show for `O=C(N/N=C\c1cn[nH]c1-c1ccccc1)c1cccnc1`?
GSIS activator: 18; Cneo AK release: 1; miR-122 sensor: 1; PGC1a acetyl inh: 11; PglD DTNB: -5; F508del corr: -0.8; C2C12 statin: 3

What do the screens show for `O=C(NCc1ccc2c(c1)OCO2)C1CCCN(C(=O)c2ccc(Cl)cc2)C1` (stereo unspecified)?
Cneo AK release: 4; miR-122 sensor: -1; PGC1a acetyl inh: -4; PglD DTNB: -1; C2C12 statin: 8

Results for NS(=O)(=O)c1cccc(NC(=O)c2ccc3nc[nH]c3c2)c1 ?
GSIS activator: 12; Cneo AK release: 4; miR-122 sensor: -9; PGC1a acetyl inh: -2; PglD DTNB: 4; FN deposit inh: -4; F508del corr: 0.8; C2C12 statin: 6

Results for C[C@@H]1CN([C@H](C)CO)C(=O)c2cc(C3=CCCC3)cnc2O[C@H]1CN(C)C(=O)C1CCCCC1 ?
GSIS activator: -9; Cneo AK release: 2; miR-122 sensor: -6[16.7 µM]; PGC1a acetyl inh: 0; PglD DTNB: -2; F508del corr: 2.6; C2C12 statin: -14

How did O=C(C[C@H]1CC[C@@H]2[C@H](COC[C@@H](O)CN2Cc2ccccc2F)O1)N[C@H]1CCN(Cc2ccccc2)C1 do in these assays?
Cneo AK release: -1; miR-122 sensor: -6[16.7 µM]; PGC1a acetyl inh: -1; PglD DTNB: -1; F508del corr: -4.3; C2C12 statin: -2

Results for Cc1ccc(C(=O)N/C(=C\c2ccccc2)C(=O)NCCN2CCOCC2)cc1 ?
GSIS activator: -3; miR-122 sensor: -6; FN deposit inh: 3; F508del corr: -3.4; C2C12 statin: -5

How did NC(=S)N/N=C/c1ccc(-c2ccc(Cl)c(Cl)c2)o1 do in these assays?
Cneo AK release: 0; miR-122 sensor: 13; PGC1a acetyl inh: 40; PglD DTNB: -17; C2C12 statin: 53

Results for COc1ccc(-c2nc(SC(CC(=O)NCCO)c3cccs3)n[nH]2)cc1 (stereo unspecified) ?
GSIS activator: -1; PGC1a acetyl inh: 5; FN deposit inh: 4; F508del corr: -2.1

Results for COc1ccc(NC(=O)N(C)C[C@@H]2OCc3cn(nn3)CCCC(=O)N([C@H](C)CO)C[C@H]2C)c(OC)c1 ?
GSIS activator: 27&-5; Cneo AK release: -1; miR-122 sensor: 1; PGC1a acetyl inh: 2; PglD DTNB: 1; FN deposit inh: -3&-16; F508del corr: -2.6&-0.1; C2C12 statin: -3

Results for O=C(/C=C\c1ccccc1)Oc1cccc2cccnc12 ?
GSIS activator: 7; miR-122 sensor: 3; FN deposit inh: 9; F508del corr: -5.5; C2C12 statin: 3

What do the screens show for `COc1cc(C(=O)O/N=C(\N)Cc2ccc([N+](=O)[O-])cc2)cc(OC)c1OC`?
Cneo AK release: 0; miR-122 sensor: 8; PGC1a acetyl inh: 13; PglD DTNB: 0; FN deposit inh: 0; F508del corr: -1.0

Gathered by group: the entries above with an NH in an aromatic ring (6)
How did CC(=O)c1c(C)[nH]c(C(=O)NC2CCSc3ccccc32)c1C (stereo unspecified) do in these assays?
GSIS activator: -13; Cneo AK release: 8; miR-122 sensor: 19; PGC1a acetyl inh: -10; PglD DTNB: 5; FN deposit inh: -1; F508del corr: -0.1; C2C12 statin: -11

What do the screens show for `CCCCN(C(=O)c1cccc(S(=O)(=O)N(C)c2ccc(C)cc2)c1)c1c(N)n(CC(C)C)c(=O)[nH]c1=O`?
GSIS activator: -5; Cneo AK release: -1; miR-122 sensor: 5; PGC1a acetyl inh: -3; FN deposit inh: 1; F508del corr: 0.5; C2C12 statin: -9

Results for Cc1cc(-c2n[nH]c(=S)n2/N=C/c2ccc(Br)s2)n[nH]1 ?
GSIS activator: 17; Cneo AK release: -9; miR-122 sensor: 2; PGC1a acetyl inh: 2; PglD DTNB: 7; FN deposit inh: -2

What do the screens show for `O=C(N/N=C\c1cn[nH]c1-c1ccccc1)c1cccnc1`?
GSIS activator: 18; Cneo AK release: 1; miR-122 sensor: 1; PGC1a acetyl inh: 11; PglD DTNB: -5; F508del corr: -0.8; C2C12 statin: 3

Results for NS(=O)(=O)c1cccc(NC(=O)c2ccc3nc[nH]c3c2)c1 ?
GSIS activator: 12; Cneo AK release: 4; miR-122 sensor: -9; PGC1a acetyl inh: -2; PglD DTNB: 4; FN deposit inh: -4; F508del corr: 0.8; C2C12 statin: 6

Results for COc1ccc(-c2nc(SC(CC(=O)NCCO)c3cccs3)n[nH]2)cc1 (stereo unspecified) ?
GSIS activator: -1; PGC1a acetyl inh: 5; FN deposit inh: 4; F508del corr: -2.1
